High-throughput results: PubChem, Sanford-Burnham Center for Chemical Genomics
SENP8 block-1 – SENP8 protease inhibitors, primary screen, biochemical, luminescence. Sentrin-specific protease 8 (Homo sapiens), Q96LD8. purified SENP8, Z-RLRGG-aminoluciferin cleavage. inhibition, % at 10 µM. hit rate 1.2% among 330,000. AID 2540, 2010; in the data active = inhibition above about 50%
SENP8 block-2 – human SENP8 protease inhibitors, primary screen, biochemical, fluorescence, Nedd8 protein substrate, uHTS; Sentrin-specific protease 8 (Homo sapiens), Q96LD8; AID 602440, 2012; inhibition, % at 20 µM; recombinant SENP8; hit rate 0.64% among 360,000; in the data active = inhibition mostly above about 40%, no sharp cut-off; inactive = mostly below about 27%
SENP7 block – SENP7 protease inhibitors, primary screen, biochemical, luminescence, uHTS. recombinant SENP7, Z-RLRGG-aminoluciferin luminescence, 40 min. inhibition, % at 5 µM. hit rate 1.5% among 330,000. AID 434973, 2010;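 active = inhibition above about 50% at the single test dose, limit read from the data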;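 note: plate controls were DMSO with enzyme for no effect and no enzyme buffer wells for full effect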
UBC13 inh – UBC13 polyubiquitin chain formation inhibitors, primary screen, biochemical, TR-FRET, uHTS. Ubiquitin-conjugating enzyme E2 N (Homo sapiens), P61088. hit rate 0.47% among 330,000. inhibition, % at 20 µM; in the data active = inhibition above about 45%, passing the limit was not always enough
SENP1 inh – human SENP1 catalytic domain inhibitors, primary screen, biochemical, FRET, uHTS; Sentrin-specific protease 1 (Homo sapiens), Q9P0U3; hit rate 0.21% among 360,000; inhibition, % at 10 µM; AID 624204, 2012; recombinant SENP1 catalytic domain, CyPet-SUMO1-YPet FRET cleavage;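 active = inhibition at least 30% at 10 µM, raw YFP signal under a set limit, fluorescence ratio 0.5 to 1.5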;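 note: 0% = enzyme with DMSO and 100% = no enzyme wells; some results filed as inactive read as strong as hits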
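Test system: human SENP1 catalytic domain; medium: Tris pH 8 buffer plus EDTA, NaCl, BME, BSA, NP40, catalase; incubation: 50 min reaction at room temperature; technique: FRET, CFP and YFP emission; controls: no-enzyme low control and enzyme-plus-DMSO high control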
APOBEC3G inh – APOBEC3G DNA deaminase inhibitors, primary screen, biochemical, fluorescence, single-stranded DNA substrate, uHTS; DNA dC->dU-editing enzyme APOBEC-3G (Homo sapiens), Q9HC16; inhibition, % at 20 µM; recombinant A3G, ssDNA deamination FAM/TAMRA fluorescence; AID 493012, 2011; hit rate 0.28% among 330,000;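 active = inhibition of at least 40% at 20 µM, with no more than 30% in the related APOBEC3A deaminase screen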;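 note: plate controls were DMSO wells with A3G for no effect and wells lacking A3G enzyme for full effect; some compounds called inactive have numbers as strong as hits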
SENP6 inh – SENP6 protease inhibitors, primary screen, biochemical, luminescence, uHTS. AID 2599, 2010. hit rate 1.8% among 330,000. Sentrin-specific protease 6 (Homo sapiens), Q9GZR1. Recombinant SENP6 catalytic domain, aminoluciferin luminescence. inhibition, % at 10 µM;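 active = inhibition above about 50% at the single tested dose, limit read from the data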;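 note: plate controls were DMSO wells with enzyme for no effect and DMSO wells lacking enzyme for full effect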
Apaf1 inhib – inhibitors of human Apaf-1 apoptosome, primary screen, biochemical, DEVD-Rh110 fluorescence, uHTS. Apoptotic protease-activating factor 1 (Homo sapiens), O14727. reconstituted apoptosome caspase-3 activity. hit rate 0.71% among 330,000. inhibition, % at 20 µM. AID 489030, 2010; active = inhibition of at least 40% at 20 µM;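 note: plate controls were DMSO wells for no effect and DEVD-CHO caspase inhibitor wells for full effect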
Target sequence (O14727 whole entry, looked up): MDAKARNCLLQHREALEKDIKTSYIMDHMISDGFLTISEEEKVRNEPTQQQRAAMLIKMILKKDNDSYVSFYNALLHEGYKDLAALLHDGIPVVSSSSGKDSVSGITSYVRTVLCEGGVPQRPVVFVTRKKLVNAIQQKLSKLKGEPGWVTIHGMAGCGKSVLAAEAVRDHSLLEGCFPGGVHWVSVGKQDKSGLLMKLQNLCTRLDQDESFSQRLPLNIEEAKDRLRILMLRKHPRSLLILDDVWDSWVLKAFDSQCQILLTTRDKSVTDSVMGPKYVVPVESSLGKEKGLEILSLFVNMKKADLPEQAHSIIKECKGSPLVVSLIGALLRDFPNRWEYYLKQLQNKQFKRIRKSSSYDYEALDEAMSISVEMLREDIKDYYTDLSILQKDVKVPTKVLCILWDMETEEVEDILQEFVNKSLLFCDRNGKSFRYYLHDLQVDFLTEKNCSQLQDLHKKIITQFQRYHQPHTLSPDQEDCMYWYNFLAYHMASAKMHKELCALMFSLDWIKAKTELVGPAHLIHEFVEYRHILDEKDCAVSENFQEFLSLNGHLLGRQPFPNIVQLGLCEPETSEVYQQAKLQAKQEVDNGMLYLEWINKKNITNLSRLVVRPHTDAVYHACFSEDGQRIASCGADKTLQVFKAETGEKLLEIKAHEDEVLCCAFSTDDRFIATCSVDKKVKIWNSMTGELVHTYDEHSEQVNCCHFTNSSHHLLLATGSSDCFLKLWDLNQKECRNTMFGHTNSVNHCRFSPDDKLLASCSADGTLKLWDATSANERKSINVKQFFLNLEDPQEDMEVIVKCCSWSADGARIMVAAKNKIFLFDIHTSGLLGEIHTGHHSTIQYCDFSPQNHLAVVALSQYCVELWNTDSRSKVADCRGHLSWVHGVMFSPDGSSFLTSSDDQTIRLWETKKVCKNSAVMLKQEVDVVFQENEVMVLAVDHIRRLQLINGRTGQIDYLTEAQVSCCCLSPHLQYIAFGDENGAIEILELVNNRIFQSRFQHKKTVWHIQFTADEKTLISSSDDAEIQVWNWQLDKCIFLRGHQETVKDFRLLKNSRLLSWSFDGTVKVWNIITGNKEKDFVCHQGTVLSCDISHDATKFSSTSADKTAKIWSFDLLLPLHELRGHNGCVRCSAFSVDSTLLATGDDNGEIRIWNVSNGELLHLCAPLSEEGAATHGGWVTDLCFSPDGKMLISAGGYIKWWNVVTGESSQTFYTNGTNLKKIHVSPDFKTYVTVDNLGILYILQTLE
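detection = Rh110 fluorescence intensity | test system = biochemical Apaf-1 apoptosome reconstitution | also added = cytochrome c and DEVD-Rh110 substrate | schedule = 30 min plus 50 min, RT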
The depositor's hits bear a star; i = inactive. Hits appear at their usual frequency. Share with any hit: about 3.6%.

SMILES | SENP8 block-1 | SENP8 block-2 | SENP7 block | UBC13 inh | SENP1 inh | APOBEC3G inh | SENP6 inh | Apaf1 inhib
CCCC(=O)N1CCN(c2ccc(NC(=O)c3sc4ccccc4c3Cl)cc2)CC1 | -1 | 30 | 2 | -3 | 12 | -6 | -20 | 9
Cn1cccc1/C=N/NC(=O)CSc1nc2ccccc2[nH]1 | 7 | 18 | 0 | -4 | 1 | -9 | -9 | -26
O=C(Nc1ccc(N2CCOCC2)nc1)c1ccccc1Cl | -10 | -6 | -3 | -12 | 1 | -7 | -32 | -2
O=C(NNC(=O)c1ccccc1[N+](=O)[O-])c1ccc(NS(=O)(=O)c2cccs2)cc1 | 3 | 6 | -6 | 3 | 3 | 0 | -4 | 1
O=C(CSc1cn(Cc2cccc(F)c2)c2ccccc12)NCc1ccc(F)cc1 | 6 | 8 | 2 | 4 | 3 | -1 | -10 | -3
Oc1ccccc1OCC(O)c1ccccc1 (configuration not stated) | 0 | 11 | 13 | 4 | 0 | -2 | -9 | 3
CNC(=S)Nc1ccc(C)cc1 | -5 | 9 | -19 | -4 | 2 | -6 | 1 | -1
Cc1cccc(NCc2nc(SCC(N)=O)n[nH]2)c1 | -7 | 7 | -6 | -1 | 1 | -4 | -7 | 5
O=C1c2ccccc2-c2cccc(C(=O)N3CCCCC3)c21 | -2 | 3 | 0 | -16 | 4 | -9 | -2 | -12
CCN(CC)CCNC(=O)Cn1ncc2ccccc2c1=O | -6 | 21 | 6 | -2 | -1 | 7 | -4 | -12
COc1cc(SC)ccc1C(=O)Nc1cccc(S(=O)(=O)NC2=NCCC2)c1 | 8 | -15 | -7 | 19 | 1 | -4 | 9 | -3
COc1cc(/C=N/NC(=O)CNc2n[nH]c(=O)[nH]c2=O)ccc1OCc1ccccc1 | -3 | 16 | 0 | 6 | 3 | -1 | -12 | -13
Cc1cccc2cc(/C=C3\N=C(c4ccccc4)OC3=O)c(N3CCOCC3)nc12 | 4 | i | 2 | -15 | -4 | -4 | -7 | 0
Cc1cccc(NS(=O)(=O)c2ccc(C3CCCCC3)cc2)c1 | -6 | 31 | -1 | 7 | 1 | 0 | -6 | 16
O=C(O)c1ccc2ccc3ccccc3c2c1 | 5 | 2 | 5 | 3 | -1 | -3 | -9 | -4
CCOc1cc(C(=O)Nc2nnc(S(=O)(=O)N3CCOCC3)s2)cc(OCC)c1OCC | 0 | -379 | 2 | 22 | -11 | -3 | -2 | 4
CCC1C(=O)NCCN1C(=O)c1ccc2nc(Cc3ccc(OC)cc3)oc2c1 (configuration not stated) | 8 | 20 | 7 | -3 | 1 | 3 | -6 | 2
Cc1nn(Cc2ccc(C(=O)Nc3ccc(C(=O)OC(C)C)cc3)o2)c(C)c1Cl | -12 | -11 | -8 | -1 | -6 | -1 | -28 | 5
COc1ccc(-c2cc(C3CC3)nc(N)c2C#N)cc1 | 6 | -294 | 4 | 10 | -15 | -1 | -12 | 10
O=C(Nc1ccc2ccccc2c1)c1ccc(NS(=O)(=O)c2ccc(Br)s2)cc1 | -7 | 5 | -3 | -28 | -11 | -6 | -9 | 23
O=C(O)c1ccc(S(=O)(=O)/N=C2\C=C(Nc3ccccc3F)C(=O)c3ccccc32)cc1 | 96* | 88* | 65* | -168 | 1 | -8 | 98* | 96*
Cc1cc([N+](=O)[O-])nn1CC(=O)NCc1ccc(Cl)cc1 | -1 | 12 | 8 | -3 | 1 | 3 | 12 | -4
CC(NC(=O)c1ccco1)C(=O)Nc1nccs1 (configuration not stated) | -13 | 14 | -3 | -6 | 1 | -8 | -18 | 4
CCOC(=O)NC(c1ccc(C(C)C)cc1)C(Cl)(Cl)Cl (configuration not stated) | -8 | 8 | -5 | 1 | 2 | -5 | -7 | 6
COc1ccc(-c2nn(-c3ccccc3)cc2/C=C2/SC(=S)N(Cc3ccco3)C2=O)c(C)c1 | 12 | 19 | 5 | -10 | -26 | -4 | 0 | 5

Retrieved by compound from above (5):
SMILES | SENP8 block-1 | SENP8 block-2 | SENP7 block | UBC13 inh | SENP1 inh | APOBEC3G inh | SENP6 inh | Apaf1 inhib
Cc1nn(Cc2ccc(C(=O)Nc3ccc(C(=O)OC(C)C)cc3)o2)c(C)c1Cl | -12 | -11 | -8 | -1 | -6 | -1 | -28 | 5
O=C(O)c1ccc2ccc3ccccc3c2c1 | 5 | 2 | 5 | 3 | -1 | -3 | -9 | -4
Cn1cccc1/C=N/NC(=O)CSc1nc2ccccc2[nH]1 | 7 | 18 | 0 | -4 | 1 | -9 | -9 | -26
O=C(CSc1cn(Cc2cccc(F)c2)c2ccccc12)NCc1ccc(F)cc1 | 6 | 8 | 2 | 4 | 3 | -1 | -10 | -3
O=C1c2ccccc2-c2cccc(C(=O)N3CCCCC3)c21 | -2 | 3 | 0 | -16 | 4 | -9 | -2 | -12

Additional results follow.
SMILES | SENP8 block-1 | SENP8 block-2 | SENP7 block | UBC13 inh | SENP1 inh | APOBEC3G inh | SENP6 inh | Apaf1 inhib
COc1cc(OC)c(C2C(C(=O)N3CCOCC3)=C(C)NC3=C2C(=O)CC(C)(C)C3)cc1OC (configuration not stated) | -8 | -2 | 2 | 2 | -1 | -8 | -4 | -1
COc1ccc(Cl)cc1Nc1nc(N)nc(C(F)(F)F)n1 | -10 | 11 | -8 | 16 | 1 | -6 | -3 | -9
Cc1ccc(-c2nnc(SCC(=O)N3CCCC3)o2)cc1 | -2 | 20 | 3 | -2 | 2 | -7 | -12 | 3
COc1ccc(NC(=O)Cn2nnc(-c3ccccc3NS(=O)(=O)c3ccc(OC)cc3)n2)cc1 | 0 | 9 | 10 | 10 | 0 | -5 | 7 | 11
Cc1ccc(NC(=O)COC(=O)c2cccc3c(=O)c(C)c(-c4ccccc4)oc23)cc1 | 1 | 11 | -1 | 15 | 1 | 0 | 2 | 9
CCN(Cc1ccccc1)C(=O)COC(=O)c1c(C)nsc1NC | -6 | -1 | 4 | 16 | 2 | -6 | 2 | -9
Cc1cccc(-c2cc3nc(C)c(C)c(NCCCn4ccnc4)n3n2)c1 | -11 | -172 | 9 | 10 | 0 | 1 | -11 | -8
COc1ccc(CCNC(=O)c2cc3c(=O)n4cccc(C)c4nc3n(CC3CCCO3)c2=N)cc1 (configuration not stated) | 9 | -394 | 2 | 0 | -27 | 0 | 11 | 12
Cc1ccc(NC(=O)c2noc3c2CCCCC3)cc1C | 9 | 11 | 62* | -13 | 3 | -8 | 44 | 12
CN1CCCC(OC(=O)c2ccccc2F)C1 (configuration not stated) | 5 | 8 | -2 | 6 | 0 | -11 | -3 | 0
Cc1cccc(C(=O)O/N=C(\N)c2ccc(Cl)cc2)c1 | 22 | 13 | 50 | 5 | 3 | -4 | 25 | 1
Cc1ccc(C2(C)NC(=O)N(CC(=O)N3CCN(S(=O)(=O)c4ccc(Cl)s4)CC3)C2=O)cc1 (configuration not stated) | -6 | -8 | -9 | -9 | -9 | -13 | -11 | 22
CCC(CC)NCc1ccc(OC)cc1OC | -3 | 9 | 7 | 4 | 2 | 0 | -7 | -3
Cc1cc(C(=O)CCC(=O)N(C)CC(=O)Nc2ccccc2Br)c(C)s1 | -4 | -9 | 12 | 1 | 1 | -6 | -2 | 15
COc1ccccc1C(=O)N=C1NC(=O)CC2C(=O)NCCN12 (configuration not stated) | -3 | -3 | -6 | 10 | 0 | -11 | -10 | -12
CCOc1ccc(NC(=O)CCC(=O)NNC(=O)c2cccc([N+](=O)[O-])c2)cc1 | -1 | 18 | -4 | 2 | 2 | -4 | -5 | 3
C#Cc1ccc([C@H]2C=C(C(=O)NC3CC3)O[C@@H](OCC)[C@@H]2CCCO)cc1 | -11 | -4 | 0 | -12 | -1 | -10 | -20 | 5
COc1cc2c(cc1OC)/C(=C/C(=O)c1cccc([N+](=O)[O-])c1)NCC2 | -2 | 5 | 13 | 7 | 2 | -2 | 4 | 16
O=C(CCCC(=O)NCc1ccccc1)NCc1ccccc1 | -2 | 16 | 6 | 5 | 3 | -2 | -4 | 7
CC1(C)N=c2ccc([N+](=O)[O-])c(N)c2=[N+]1[O-] | 3 | 20 | 7 | -158 | -1 | -7 | -1 | -1
Cc1cccc(C2c3[nH]c4ccccc4c3CCN2C(=O)c2cc(-c3cccn3C)n[nH]2)n1 (configuration not stated) | -8 | 7 | -10 | -4 | -1 | -8 | -2 | 30
CC[C@@H](C)C(NC(=O)OC(C)(C)C)c1cn([C@@H](CCCCNC(=O)OC(C)(C)C)C(=O)N2CCN(C(=O)OC(C)(C)C)CC2)nn1 (some centres not stated) | -12 | 6 | -14 | -1 | 1 | -11 | -16 | 14
Cc1nc2cc(-c3ccc(Cl)cc3)nn2c(C)c1CCC(=O)NC(C)c1ccc2c(c1)OCCO2 (configuration not stated) | -3 | -422 | 9 | 28 | 2 | -4 | 10 | 21
Cc1ccc(C)c(NC(=O)CN(C)C(=O)[C@@H](NC(=O)c2ccc(C(C)(C)C)cc2)C(C)C)c1 | -13 | 3 | -2 | -6 | 1 | -7 | -10 | 18
COc1ccc(C(C)C)cc1S(=O)(=O)NCC1CCCO1 (configuration not stated) | 3 | 15 | 5 | -7 | 2 | -5 | -2 | -4
SMILES | SENP8 block-1 | SENP8 block-2 | SENP7 block | UBC13 inh | SENP1 inh | APOBEC3G inh | SENP6 inh | Apaf1 inhib
O=[N+]([O-])c1ccc2oc(C(O)c3cccc(Cl)c3)cc2c1 (configuration not stated) | -1 | 15 | 4 | 0 | 3 | -5 | -8 | 13
CCOc1cc(/C=N/NC(=O)c2ccncc2)ccc1OC(=O)c1ccc([N+](=O)[O-])cc1 | -12 | 27 | -5 | -6 | 6 | 1 | -3 | 0
COc1ccc(CN2C(=O)c3cccnc3C2=O)cc1S(=O)(=O)NC1CCCCC1C (configuration not stated) | 6 | 8 | 7 | -9 | -1 | 7 | 12 | 16
COc1ccc(/C=N/N=C2/NC(=O)C(c3ccccc3)(c3ccccc3)S2)cc1 | 3 | 14 | 6 | -8 | 2 | 3 | 18 | -3
Cc1c(Cl)cccc1NC(=O)CCCN1C(=O)c2cccnc2C1=O | 2 | 13 | 6 | 5 | 0 | 1 | -6 | -3
Cc1cc(N)n(-c2ccc(S(=O)(=O)c3ccc(C(C)C)cc3)cc2)n1 | 2 | 8 | -9 | -11 | 1 | -3 | -18 | 5
O=C(c1cc(-c2ccc(O)cc2)on1)N1CCc2ccccc2C1 | 3 | 10 | -8 | 11 | -5 | -3 | -11 | -1
C=C1CCN([C@@H](CC(C)C)C(=O)O)S(=O)(=O)c2ccccc21 | -6 | 2 | -8 | -8 | -2 | -11 | -16 | -2
COc1ccc(C(F)(F)F)cc1N/C=C\c1nnnn1-c1ccccc1 | -1 | -278 | 3 | -2 | -1 | 2 | -5 | 15
N#Cc1ccc(/C=C/C(=O)c2ccc3c(c2)OCO3)cc1 | -11 | 14 | -8 | -4 | 0 | -3 | -29 | 10
CCn1c(CC(=O)Nc2ccccc2F)nnc1SCC(=O)Nc1nnc(C)s1 | 9 | 1 | -1 | 7 | -1 | -7 | -29 | -12
Cc1ccccc1N(C(=O)Cc1ccsc1)C(C(=O)NC1CCCCC1)c1ccc(F)cc1 (configuration not stated) | -3 | 4 | -6 | -4 | 1 | -4 | 3 | -18
